Dynein transport – dynein cargo transport inhibition | 3617.4 mouse cells, GR-EGFP nuclear translocation imaging; test concentration mostly 20 µM; stimulated with dexamethasone, 1 µM; stronger effect = lower value | z-score, hits read low | 220,000 compounds, 0.47% hits | AID 1381;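 active = plate z-score of nuclear minus cytoplasmic receptor signal below a set negative limit, without overly bright fluorescence or cell loss, cut at about -3.5 in these data, passing the limit was not always enough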;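 note: z-score of nuclear minus cytoplasmic ring GR-EGFP intensity difference per well; some compounds called inactive have numbers as strong as hits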
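Buffer or medium: tet-free, stripped-serum medium; Also added: dexamethasone, 1.0 µM final; Technique: high-content fluorescence imaging after fixation; Times: 48 h induction, 1 h compound, 30 min dex at 37 °C; Read-out: per-cell GR-EGFP intensity, nucleus versus surrounding cytoplasmic ring, well-averaged.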
SIAH1 antagonists – Siah-1 peptide-binding antagonists, primary screen, biochemical, fluorescence polarization, rhodamine-plectin, uHTS (AID 1817). Siah-1 / rhodamine-plectin peptide fluorescence polarization; higher % means a stronger effect. displacement, % at 20 µM, or IC50 in µM where a hit was titrated. 290,000 compounds, 0.02% hits;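 active = displacement of at least 50% at 20 µM, with a fluorescence ratio check between 0.3 and a set limit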;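 note: plate controls were Siah plus tracer with DMSO for no effect and tracer alone without Siah for full effect; strong numbers were not always called active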
human PMI inhibitors – MPI inhibition at elevated mannose 6-phosphate – biochemical, fluorescence intensity, high mannose 6-phosphate, primary screen (AID 1220) | inhibition, % at 20 µM; hits with a dose series show IC50 in µM | 190,000 compounds, 0.66% hits | recombinant PMI enzyme, coupled fluorescence intensity; higher % means a stronger effect
PMI inhibitors – MPI enzyme activity inhibition – biochemical, fluorescence intensity, coupled assay, primary screen (AID 1209); purified PMI enzyme, coupled fluorescence intensity; higher % means a stronger effect; one-dose inhibition, % at 20 µM; IC50 in µM for titrated hits; 190,000 compounds, 0.42% hits;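 note: plate controls were DMSO vehicle for no effect and wells lacking substrate for full effect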
XIAP antagonists – XIAP antagonists, biochemical, IAP family, fluorescence polarization (AID 1018); XIAP BIR domain, fluorescence polarization peptide displacement; higher % means a stronger effect; displacement, % at 20 µM, or IC50 in µM where a hit was titrated; 200,000 compounds, 0.007% hits; in the data active = displacement above about 50%; note: a part of the inactive calls stands beside numbers as strong as those of hits
AID2073 – disruptors of CaV2.2 binding to Mint1 – biochemical, HTRF (AID 2073); HTRF protein-protein interaction, Mint1-CaV2.2; higher % means a stronger effect; one-dose inhibition, % at 20 µM; IC50 in µM for titrated hits; 290,000 compounds, 0.19% hits; in the data active = inhibition mostly above about 51%, no sharp cut-off; note: some results filed as inactive read as strong as hits
LYP phosphatase – inhibitors of LYP phosphatase, biochemical, fluorescence intensity, uHTS (AID 1779). recombinant LYP phosphatase, fluorescence intensity; higher % means a stronger effect. inhibition, % at 11.5 µM, or IC50 in µM where a hit was titrated. 290,000 compounds, 0.054% hits;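 note: plate controls were vehicle with enzyme for no effect and no enzyme for full effect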
M17LAP inhibition – P. falciparum M17LAP inhibitors, primary screen, biochemical, fluorogenic H-Leu-NHMec substrate, 1536-well (AID 1619); recombinant M17LAP, H-Leu-NHMec fluorogenic kinetic assay; higher % means a stronger effect; one-dose inhibition, % at 30 µM; IC50 in µM for titrated hits; 220,000 compounds, 0.38% hits;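 active = compound inhibiting the enzyme by more than half at any dose during confirmatory dose-response retesting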;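 note: plate controls were full reaction with DMSO carrier for no effect and no enzyme background for full effect; strong numbers were not always called active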
P. falciparum M1AAP – P. falciparum M1AAP inhibitors, biochemical, fluorogenic H-Leu-NHMec substrate, 1536-well (AID 1445); recombinant M1AAP, H-Leu-NHMec fluorogenic kinetic assay; higher % means a stronger effect; one-dose inhibition, % at 30 µM; IC50 in µM for titrated hits; 220,000 compounds, 0.42% hits;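 active = primary inhibition above the hit cutoff, then over 50% inhibition at one or more dose response concentrations, cut at about 23% in these data, passing the limit was not always enough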;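 note: plate controls were DMSO full reaction for no effect and no enzyme background for full effect; strong numbers were not always called active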
Dynein transport cytoplasmic EGFP – further read-out of Dynein transport, marked with its call; z-score; measured here: cytoplasmic GR-EGFP intensity; stronger effect = higher value
Dynein transport nuclear GR-EGFP – also measured in Dynein transport; calls as there; z-score; measured here: nuclear GR-EGFP intensity;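 lower value marks the stronger effect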
Dynein transport cell count – second read-out of Dynein transport, no call of its own (marks repeat the call); z-score; measured here: cell count per field
* = called active by the depositor; x = no result given. Cut-off read from the data, not from the text of the source, unless noted: active = inhibition above about 50%; inactive = the rest.

SMILES	Dynein transport	Dynein transport cytoplasmic EGFP	Dynein transport nuclear GR-EGFP	Dynein transport cell count	SIAH1 antagonists	human PMI inhibitors	PMI inhibitors	XIAP antagonists	AID2073	LYP phosphatase	M17LAP inhibition	P. falciparum M1AAP
O=C(CN(Cc1ccccc1)S(=O)(=O)c1ccc(F)cc1)NCCC1=CCCCC1	-0.47	-0.15	-0.33	-0.17	1%	7%	10%	-3.8%	-2%	4%	6%	10%
CN(Cc1ccccc1)C(=O)COc1cc(=O)n(C)c2ccccc12	0.92	-0.099	0.93	-0.83	1%	-1%	-4%	-5.7%	-6%	-8%	15%	1%
C/C(=N/NC(=O)CNC(=O)Cc1ccccc1)c1ccc(Cl)cc1	0.14	0.073	-0.28	0.82	-2%	x	x	x	-5%	-6%	0%	0%
O=C(N/N=C/c1ccc(F)cc1)c1cc(-c2ccc3c(c2)OCO3)n[nH]1	-0.8	-0.22	-0.33	1.2	15%	x	x	x	28%	4%	12%	-1%
COc1cccc(-n2c(=O)c3c(C)c(C(=O)N(C)C)sc3n(CC(=O)NCC3CCCO3)c2=O)c1 (stereo unspecified)	0.3	-0.33	-0.25	0.34	1%	4%	6%	-4.1%	-5%	-6%	-2%	6%
CCCCCCn1cnc2c(oc3nc4c(cc32)CCCC4)c1=O	-0.74	-0.28	-0.15	1.6	0%	5%	10%	-12%	5%	3%	15%	4%
CCCCOC(=O)C1[C@H]2C(=O)N(c3ccccc3CC)C[C@]23C=C[C@H]1O3 (stereo partly specified)	-0.0013	-0.17	0.62	-0.94	-1%	-7%	2%	-1.8%	-3%	-11%	8%	7%
CC(C)CCNC(=O)CCCCn1c(=O)[nH]c2ccsc2c1=O	-0.45	-0.31	0.046	-0.24	6%	4%	6%	-9.0%	2%	-3%	-3%	6%
Nc1ccccc1S(=O)(=O)C(F)F	0.4	-0.065	0.66	-0.34	0%	x	x	x	15%	-4%	6%	3%
Cc1ccccc1NC(=O)Cn1cccc1	-1.2	-0.32	-0.46	0.37	5%	-5%	2%	-3.7%	3%	0%	8%	-5%
C1CCN=C(NC23CC4CC(CC(C4)C2)C3)CC1	-1.2	-0.27	-0.097	0.97	-3%	0%	2%	-6.7%	-1%	-5%	-12%	-2%
CN(C1CCS(=O)(=O)C1)S(=O)(=O)c1ccccc1 (stereo unspecified)	-0.7	-0.13	-0.51	-0.51	4%	x	x	-8.9%	-12%	-8%	-10%	8%
O=C(O)c1cc(NCc2ccccc2)ccc1N1CCOCC1	-1.3	-0.033	-0.85	1.1	-3%	6%	14%	-3.2%	-6%	-10%	-5%	7%
COc1ccccc1NC(=O)c1c(Nc2ccccc2F)sc(C(=O)Nc2cccc(Cl)c2)c1N	-0.64	-0.26	-0.65	-0.062	7%	-16%	-1%	1.3%	12%	10%	-8%	7%
Cc1ccc(-c2n[nH]c(=S)n2Cc2ccccc2)cc1	2.3	0.075	1.6	-1.4	1%	-6%	0%	-3.8%	-18%	-8%	-3%	-6%
C=CCNC(=S)NNC(=O)c1cc(Cl)ccc1OC	-0.34	-0.21	-0.2	1	5%	x	x	x	-11%	0%	-6%	-2%
CNC(=S)N1CCN(c2ccccn2)CC1	-0.65	-0.1	-0.2	0.28	-2%	-12%	-4%	-7.8%	2%	-4%	-18%	-14%
O=C1NCCN1CCNS(=O)(=O)c1ccc(F)cc1	0.12	-0.3	0.68	0.47	0%	-9%	-11%	-3.2%	6%	0%	-8%	2%
CN(C)C(=O)Oc1ccc[n+](C)c1	0.047	-0.27	0.21	0.46	4%	9%	-11%	-4.1%	4%	-6%	0%	4%
Cc1cc(C)n(C2CC(=O)N(c3cc(Cl)cc(Cl)c3)C2=O)n1 (stereo unspecified)	0.18	-0.22	-0.0092	0.34	2%	x	x	x	0%	-2%	1%	3%
CCOC(=O)C1(Cc2cccc(OC)c2)CCN(Cc2cnc(C)s2)CC1	0.036	-0.29	0.049	0.77	-6%	-5%	7%	-0.6%	4%	4%	-4%	0%
COc1ccc(/C=N/NC(=O)c2ccc(Cn3cc([N+](=O)[O-])cn3)o2)cc1O	0.16	-0.26	0.48	0.54	5%	8%	9%	-6.9%	-13%	3%	13%	7%
COCCOc1cc(N)c(Cl)cc1Cl	1.5	-0.13	0.62	-1.2	1%	-6%	-4%	-6.1%	33%	-4%	-13%	-2%
CCn1c(=O)n(CC(=O)N(C)Cc2ccccc2)c(=O)c2ccccc21	0.29	-0.22	0.54	-0.16	-3%	-5%	0%	-7.4%	8%	-2%	-6%	0%
COc1cc(C(=O)OCCCN=C2NS(=O)(=O)c3ccccc32)cc(OC)c1OC	0.95	-0.4	0.4	0.55	3%	4%	2%	-6.3%	-8%	0%	3%	2%
C=C(Br)Cn1c(CCC)nc2ccccc21	-0.39	-0.2	-0.06	0.052	-4%	2%	5%	-24%	-4%	-4%	2%	-1%
CCN1c2ccccc2-c2nc3ccccc3n2C1c1ccco1 (stereo unspecified)	0.21	-0.22	-0.76	0.58	0%	12%	9%	-3.1%	12%	-26%	-9%	7%
COc1cccc(/C=N/Nc2nc(Nc3ccccc3)nc(-n3nc(C)cc3C)n2)c1O	0.66	-0.02	0.37	-0.49	-5%	12%	20%	-1.1%	17%	-6%	-13%	-10%
COc1cccc(-c2csc3nc[nH]c(=O)c23)c1	1.8	-0.22	0.92	-0.28	-7%	4%	2%	-4.0%	-1%	-11%	7%	7%
COc1ccc(C2(C(=O)N3CCOCC3)CCCC2)cc1	0.047	-0.23	-0.63	0.44	-2%	-5%	-3%	-0.1%	-4%	1%	10%	6%
COc1cc(OC)c(NC(=O)CCc2nc(-c3ccc(C)cc3)no2)cc1Cl	-0.075	-0.23	0.0079	0.16	-5%	5%	2%	-4.0%	-6%	-1%	-6%	-2%
CNc1ncc(C(=O)c2ccc(Cl)cc2)s1	-0.89	-0.24	-0.9	0.81	2%	-4%	-4%	-5.6%	22%	-3%	0%	12%
O=c1[nH]c(SCc2ccccc2Cl)nc2c1CCC2	0.87	-0.25	0.9	-0.85	0%	11%	14%	-3.7%	21%	4%	4%	-2%
Cc1cc(C)n(-c2nc(NCCCO)c3c4c(sc3n2)CCCC4)n1	0.91	-0.3	0.4	-0.33	-1%	12%	6%	0.5%	3%	-5%	20%	7%
CCOC(=O)CNC(=O)Cc1ccc(Cl)cc1	-0.37	-0.26	-0.21	0.84	10%	x	x	x	-4%	-4%	0%	6%
CSc1oc(-c2ccccc2)nc1S(=O)(=O)c1ccc(F)cc1	1.1	-0.23	0.53	-0.7	3%	-19%	-33%	0.5%	11%	3%	-14%	-5%
CCCOC(=O)c1c(NC(=O)/C=C/c2cnn(C)c2C)sc(C(=O)OC)c1C	0.019	-0.22	0.29	0.43	2%	15%	20%	-1.1%	16%	0%	-1%	-1%
Cc1[nH]c(=O)[nH]c(=O)c1/C=C/C(=O)OCC(C)C	-0.67	-0.23	-0.6	0.076	2%	6%	17%	-13%	13%	-3%	-1%	16%
CCOC(=O)C1CCCN(C(=S)Nc2cc(C)cc(C)c2)C1 (stereo unspecified)	0.64	0.12	0.81	-1.2	-2%	2%	3%	-1.3%	-18%	2%	12%	14%
C=CCSc1nc(O)c(CC)c(=O)n1C(C)CC (stereo unspecified)	-0.37	-0.18	-0.42	0.85	4%	21%	13%	-17%	1%	-1%	16%	2%

Next part, starting with the last 3 of the part before.
SMILES	Dynein transport	Dynein transport cytoplasmic EGFP	Dynein transport nuclear GR-EGFP	Dynein transport cell count	SIAH1 antagonists	human PMI inhibitors	PMI inhibitors	XIAP antagonists	AID2073	LYP phosphatase	M17LAP inhibition	P. falciparum M1AAP
Cc1[nH]c(=O)[nH]c(=O)c1/C=C/C(=O)OCC(C)C	-0.67	-0.23	-0.6	0.076	2%	6%	17%	-13%	13%	-3%	-1%	16%
CCOC(=O)C1CCCN(C(=S)Nc2cc(C)cc(C)c2)C1 (stereo unspecified)	0.64	0.12	0.81	-1.2	-2%	2%	3%	-1.3%	-18%	2%	12%	14%
C=CCSc1nc(O)c(CC)c(=O)n1C(C)CC (stereo unspecified)	-0.37	-0.18	-0.42	0.85	4%	21%	13%	-17%	1%	-1%	16%	2%
COc1cc2[nH]c(=O)n(CCC(=O)N3CCN(Cc4ccc5c(c4)OCO5)CC3)c(=O)c2cc1OC	-1.2	-0.2	-0.66	0.51	3%	7%	2%	-4.4%	40%	-3%	0%	4%
Cn1cc(CN2C[C@H]3CC[C@H]2C3)c(-c2ccccc2F)n1	-0.83	-0.23	-0.59	0.79	0%	0%	0%	-1.7%	-7%	-8%	-8%	12%
CCOC(=O)C1=C(C)N=C2c3ccccc3C(=O)C2C1c1ccc(Br)cc1 (stereo unspecified)	-1.3	-0.11	-0.45	-0.0011	0%	6%	6%	-1.7%	35%	2%	-6%	1%
Cc1cc(NC(=O)CS(=O)(=O)c2cn(C)c3ccccc23)no1	0.15	-0.2	0.094	-0.11	2%	8%	11%	-4.6%	-5%	2%	-2%	-9%
CCCn1c(NC(=O)C2COc3ccccc3O2)nc2ccccc21 (stereo unspecified)	0.33	0.37	0.43	0.72	2%	7%	10%	-2.7%	-1%	-7%	10%	-3%
O=C(CSc1nc2scc(-c3ccco3)c2c(=O)n1-c1ccccc1)NCC1CCCO1 (stereo unspecified)	-0.64	-0.13	-0.3	1.1	25%	-9%	4%	-11%	55%*	-3%	6%	19%
CC(C)Cc1oc(C(=O)O)cc1CN1CCOCC1	0.71	-0.28	0.46	0.05	-5%	-1%	-10%	-8.3%	-3%	-4%	3%	-3%
COc1cc(C(=O)NCCOc2cccc3cccnc23)cc(OC)c1OC	1.3	0.063	1.1	-2.1	0%	2%	-4%	0.9%	6%	-6%	-7%	0%
O=C(N/C(=C\c1ccccc1Cl)C(=O)N1CCOCC1)c1ccc([N+](=O)[O-])cc1	0.48	-0.27	0.14	0.058	-5%	5%	6%	-6.4%	7%	0%	-2%	-2%
CCC(O)(CC)C(=O)NN(C(=O)CCl)c1ccccc1	-0.45	0.29	-0.19	-1.6	6%	-14%	-21%	-9.6%	6%	-1%	11%	-1%
CC(=O)Nc1cccc(C(=O)Nc2ccccc2N2CCOCC2)c1	0.25	-0.12	0.55	-1.2	-4%	10%	7%	-3.4%	0%	-3%	-24%	7%

Compound activity as filed in PubChem BioAssay.

Compounds were not picked by outcome; any-hit rate near 2.1%.
